From PubChem
GlmU inhibition: inhibition of mycobacterial GlmU enzyme – biochemical, glucosamine-1-phosphate acetyltransferase (AID 1376); M. tuberculosis GlmU acetyltransferase enzyme assay; higher % means a stronger effect; inhibition, %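 (tested at 30 µM in the primary screen)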, or IC50 in µM where a hit was titrated; 0.25% of 220,000 active; in the data active = inhibition above about 13%;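 also: 0% = complete reaction with vehicle and 100% = reaction without substrate; strong numbers were not always called active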
Mtb RmlCD inh: inhibitors of Mycobacterium tuberculosis RmlC and RmlD coupled enzymes. inhibition, % at 3.6 µM. P9WH09+P9WH11. 0.03% of 160,000 active. RmlC+RmlD coupled enzyme assay, percent inhibition; primary screen in compound mixtures; in the data active = inhibition mostly above about 34%, no sharp cut-off; also: some results filed as inactive read as strong as hits
Target sequence (P9WH09 whole entry, looked up): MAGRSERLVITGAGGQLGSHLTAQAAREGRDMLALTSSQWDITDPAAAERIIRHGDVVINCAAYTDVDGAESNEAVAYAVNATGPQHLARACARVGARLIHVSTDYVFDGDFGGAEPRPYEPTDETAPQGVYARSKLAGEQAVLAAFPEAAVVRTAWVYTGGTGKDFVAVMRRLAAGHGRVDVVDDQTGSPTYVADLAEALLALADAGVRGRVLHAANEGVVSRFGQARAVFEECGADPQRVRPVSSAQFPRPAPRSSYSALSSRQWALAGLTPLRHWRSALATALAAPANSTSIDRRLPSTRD
Target sequence (P9WH11 whole entry, looked up): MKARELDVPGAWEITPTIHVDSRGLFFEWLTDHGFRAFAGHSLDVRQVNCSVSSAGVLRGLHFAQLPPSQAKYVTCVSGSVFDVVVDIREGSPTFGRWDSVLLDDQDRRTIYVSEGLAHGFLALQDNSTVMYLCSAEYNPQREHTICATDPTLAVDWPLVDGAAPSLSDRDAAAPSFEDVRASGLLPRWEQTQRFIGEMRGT
* = called active by the depositor; x = no result given. A portion of the library; the hit share may differ from the screen's.

Below each compound – GlmU inhibition | Mtb RmlCD inh
CCN(CC)CCCNC(=O)c1cc2c(Cl)nc3ccccc3c2s1
→ -4.4% | -16
COc1ccc(CCC(=O)Nc2cccc(S(=O)(=O)N(C)C)c2)cc1OC
→ -5.6% | -1
CC(C)(C)NCCOc1ccc(Br)cc1
→ 0.5% | 5
COC(=O)c1cc2cc(NS(=O)(=O)c3ccc(C)cc3)ccc2s1
→ 2.0% | 6
CCC(=O)NC(=S)Nc1ccc(NC(=O)c2ccc(C)c([N+](=O)[O-])c2)cc1
→ -4.1% | -1
CCOc1ccccc1NC(=O)CSc1nc2cccnc2n1C
→ 3.6% | 10
O=C(CN1CCC(n2nnc3cc(F)ccc32)CC1)Nc1ccc2c(c1)CCC2
→ -4.7% | x
N#Cc1ccc(NC(=O)COC(=O)C2Cc3ccccc3CN2C(=O)c2ccccc2)cc1 (stereo not given)
→ 2.5% | x
O=C(NCCCN1CCOCC1)c1sc2cc(Cl)ccc2c1Cl
→ 4.8% | -1
CC1(C)C(=O)OC(c2cccc([N+](=O)[O-])c2)C2(CCCCC2)C1=O (stereo not given)
→ 3.1% | -8
O=C(CSc1nnc(COc2ccccc2)o1)NCCc1ccccc1
→ -5.3% | 11
CCSC1(SCC)N=C(N)C2(C#N)C(c3ccc(F)cc3)C12C#N (stereo not given)
→ -1.9% | x
CN(Cc1cn(C)nc1-c1ccc(Oc2ccccc2)cc1)Cc1cnc2ccccn12
→ -2.5% | -6
O=C(NCc1ccccn1)c1nc(-c2ccc(C(F)(F)F)cc2)no1
→ -1.4% | 8
O=C(N/N=C/c1ccc(O)cc1)c1cccc(C(F)(F)F)c1
→ 12% | 1
CCN(CC)C(=O)CN(c1cccc(Br)c1)S(C)(=O)=O
→ 0.8% | 11
COC(=O)C[C@H]1c2cc(C(F)(F)F)ccc2S(=O)(=O)N1Cc1ccccc1
→ -5.9% | x
CC(=O)OCC1CCCC2=C(C)C(=O)CCC21COC(C)=O (stereo not given)
→ 2.5% | -6
Cc1nnc(NC(=O)c2ccc(S(=O)(=O)N3CCOCC3)cc2)s1
→ 0.7% | 2
CCOC(=O)C(Cc1ccccc1)(NC(C)=O)C(=O)OCC
→ -4.2% | -4
C/C(CCc1ccccc1)=N\NC(=O)CC(=O)NCCc1ccccc1
→ 1.6% | x
CC12CCC(c3nnc(SCc4ccc(Cl)cc4)nc31)C2(C)C (stereo not given)
→ 7.2% | x
O=C(NCCN=C1NS(=O)(=O)c2ccccc21)c1ccc(S(=O)(=O)N2CCOCC2)cc1
→ -0.8% | 28
Cc1nn(Cc2ccccc2)c(Cl)c1C(=O)NC(C)(C)C
→ 4.9% | x
Cc1ccc(C(=O)NCCN(C)C)cc1C
→ 4.0% | x
CN1CCCc2cc(C=O)ccc21
→ 3.4% | x
Nc1c(N2CCCCC2)c(=O)[nH]c(=O)n1-c1ccccc1
→ -1.2% | -11
CCc1ccc(NC(=O)Cn2nnc(-c3ccc(C)cc3-n3cnnn3)n2)cc1
→ 2.1% | 4
CCN1CCN(C(=O)CN(C)S(=O)(=O)c2ccc(OC)cc2)CC1
→ 5.6% | x
O=C(Nc1ccc(F)cc1)Oc1ccccc1N1CCOCC1
→ -5.7% | 20
CC(CCc1ccccc1)NC(=O)C(Cc1ccccc1)NS(=O)(=O)c1cccs1 (stereo not given)
→ -4.0% | 6
COc1cc(C(=O)n2nc(C)cc2C)ccc1O
→ 3.0% | x
CCOc1ccccc1NC(=O)Cn1cnc2c(cnn2-c2ccc(C)c(C)c2)c1=O
→ 0.6% | -11
C/C(=N\Nc1ccc(F)cc1F)c1ccc(Br)s1
→ 0.1% | -1
CC1=CC(=C2C(=O)c3ccccc3C2=O)C=C(C)O1
→ x | 10
Cc1nc2sc(C(c3cccc(F)c3)N3CCC(O)CC3)c(O)n2n1 (stereo not given)
→ 5.6% | -7
COc1ccc(S(=O)(=O)N(CC(=O)Nc2ccc(S(=O)(=O)N3CCOCC3)cc2)Cc2ccc(F)cc2)cc1
→ -2.2% | 8
CCn1c(SCC(=O)c2[nH]c(C)c(C(C)=O)c2C)nnc1-c1ccccc1
→ -0.2% | -5
O=C(NCc1ccco1)NC(=O)c1csc([N+](=O)[O-])c1
→ -2.2% | 10
O=C(Cn1nnc(-c2cccs2)n1)NCCc1ccccc1
→ 5.6% | x
O=C(Nc1ccc([N+](=O)[O-])cc1)Nc1ccc(N2CCOCC2)c2nonc12
→ -6.2% | -9
CN1CCN(C2=Nc3c(Cl)cc(Cl)c4cccc2c34)CC1
→ -3.7% | -1
COc1ccc(Nc2ncc(F)c(N3CCOCC3)n2)cc1
→ 1.9% | x
Cc1c(N2C(=O)C(=O)/C(=C(/O)c3ccc(Cl)cc3)C2c2ccccc2)c(=O)n(-c2ccccc2)n1C (stereo not given)
→ 1.0% | x
CC(C)(C)NC(=O)CN(Cc1cccs1)C(=O)CNS(=O)(=O)c1ccccc1
→ -1.2% | x
CC(Nc1c([N+](=O)[O-])c(=O)oc2ccccc12)C(Cl)c1ccccc1 (stereo not given)
→ -8.6% | -5
COc1cccc(CNC(=O)Cn2cc3c(n2)CCCCC3)c1
→ 1.6% | -6
NS(=O)(=O)c1ccc(N=Cc2ccc(Br)s2)cc1
→ 0.5% | x
CC(C)CNC(=O)CC(=O)N/N=C/c1ccc(F)cc1
→ 0.4% | 3
Cc1ccc(C)n1C1CCS(=O)(=O)C1 (stereo not given)
→ x | 11
COc1ccc(/C=N/NC(=O)CSCC(=O)Nc2ccccc2)cc1OC
→ 0.8% | 5
Cc1cc(NS(=O)(=O)c2ccc(N)cc2)no1
→ 7.5% | x
Cc1ccc(C)c(Cn2c(C(=O)O)c(C=O)c3ccccc32)c1
→ 3.7% | 8
C=CCn1c(SCC(=O)Nc2ccc(-c3nc4ccc(C)cc4s3)cc2)nnc1-c1ccccc1
→ -8.4% | -4
O=P(COCCO)(c1ccccc1)c1ccccc1
→ 0.5% | -5
Cc1ccc(S(=O)(=O)NCc2ccc(C(=O)NCCN(Cc3ccccc3)C(C)C)cc2)cc1
→ 0.1% | 8
Clc1ccc(OCc2cnc(Cl)s2)cc1
→ x | -8
COc1ccc(/C=N/NC(=S)Nc2c(C)n(C)n(-c3ccccc3)c2=O)cc1OC
→ 7.0% | 9
CCCCN(C)CCCNC(=O)CN1C(=O)CSc2ccc(S(=O)(=O)N3CCOCC3)cc21
→ -1.7% | x
Cc1nn(C)cc1CNC(=O)c1ccccc1Br
→ 1.6% | 10

Single records, as listed above. Values in the order: GlmU inhibition | Mtb RmlCD inh
`COc1ccc(/C=N/NC(=O)CSCC(=O)Nc2ccccc2)cc1OC` reads 0.8% | 5
`COc1ccc(/C=N/NC(=S)Nc2c(C)n(C)n(-c3ccccc3)c2=O)cc1OC` reads 7.0% | 9
`Cc1cc(NS(=O)(=O)c2ccc(N)cc2)no1` reads 7.5% | x
`CC(Nc1c([N+](=O)[O-])c(=O)oc2ccccc12)C(Cl)c1ccccc1` (stereo not given) reads -8.6% | -5
`Clc1ccc(OCc2cnc(Cl)s2)cc1` reads x | -8

3 entries from above, sorted by molar mass, high to low.
Below each compound – GlmU inhibition | Mtb RmlCD inh
COc1ccc(/C=N/NC(=S)Nc2c(C)n(C)n(-c3ccccc3)c2=O)cc1OC
→ 7.0% | 9
CN1CCN(C2=Nc3c(Cl)cc(Cl)c4cccc2c34)CC1
→ -3.7% | -1
COc1cccc(CNC(=O)Cn2cc3c(n2)CCCCC3)c1
→ 1.6% | -6

Reprinted at random: 5 entries already listed.
Below each compound – GlmU inhibition | Mtb RmlCD inh
C=CCn1c(SCC(=O)Nc2ccc(-c3nc4ccc(C)cc4s3)cc2)nnc1-c1ccccc1
→ -8.4% | -4
Cc1c(N2C(=O)C(=O)/C(=C(/O)c3ccc(Cl)cc3)C2c2ccccc2)c(=O)n(-c2ccccc2)n1C (stereo not given)
→ 1.0% | x
CN1CCN(C2=Nc3c(Cl)cc(Cl)c4cccc2c34)CC1
→ -3.7% | -1
CC(C)(C)NC(=O)CN(Cc1cccs1)C(=O)CNS(=O)(=O)c1ccccc1
→ -1.2% | x
Cc1ccc(C)n1C1CCS(=O)(=O)C1 (stereo not given)
→ x | 11

(further entries)
Below each compound – GlmU inhibition | Mtb RmlCD inh
Cc1ccc(S(=O)(=O)CC(=O)N(C)C)cc1
→ -0.8% | x
O=C1CN(C(=O)CSc2nc3ccccc3n2CCc2ccccc2)c2ccccc2N1
→ -2.5% | -10
COC(=O)CCN1CCN(S(=O)(=O)c2cccc(Br)c2)CC1
→ -3.0% | 7
O=C(Nc1ccccc1-c1nnn(CC(=O)N2CCOCC2)n1)c1ccc(F)cc1
→ -2.5% | x
CN(Cc1cccnc1)Cc1cn(C)nc1-c1cccc(Cl)c1
→ 2.4% | -6
COc1ccc(-c2cc(C(=O)N3CCCc4ccccc43)no2)cc1OC
→ 6.6% | -5
CCOC(=O)Nc1ccccc1C(=O)Nc1cc(C)cc(C)c1
→ -4.9% | -14
Nc1nc(SCC(=O)Nc2ccccc2-c2ccccc2)n[nH]1
→ 1.4% | -6
Cc1ccc(CC2CC(=O)N(c3ncccn3)C2=O)cc1 (stereo not given)
→ 4.8% | 1
O=C(Nc1nc2c(s1)CCCC2)c1ccc(Br)s1
→ -0.6% | 3
CCn1c(O)c(N=NC2=NC(=O)CS2)c2ccccc21
→ -1.5% | x
COc1cc(SC)ccc1C(=O)Nc1ccc2c(c1)CCN2S(C)(=O)=O
→ 5.0% | x
Cc1cccc2cc(C#N)c(NCCCNS(=O)(=O)c3ccc(Cl)cc3)nc12
→ 6.2% | x
O=C(NC1CCCCC1)C(c1cccs1)N(CC1CCCO1)C(=O)c1csnn1 (stereo not given)
→ -0.4% | 47
COc1ccc2nc(C)[nH]c(=O)c2c1
→ -2.4% | x
c1ccc2c(c1)NC(c1ccncc1)n1c-2nc2ccccc21 (stereo not given)
→ 2.8% | 59
CC(=O)c1cc2c(cc1NC(=O)CCn1cccc1)OCO2
→ -1.5% | x
CCc1nc(NC(=O)NS(=O)(=O)c2ccccc2C(=O)OC)nc(OC)n1
→ -0.8% | -19
C=CCOC(=O)c1ccc(-n2cncn2)nc1
→ 3.3% | -3
CCCS(=O)(=O)N1CCN(C(=O)c2ccccc2F)CC1
→ -1.2% | x
CC1(C)CN(c2ccc(F)cc2)C1=O
→ 7.3% | -5
O=C(Nc1nnc(C2CC2)s1)c1cc(-c2ccccc2)nn1-c1ccccc1
→ -2.2% | -2
COc1ccc(CN2CCOC2=O)cc1OC
→ 1.4% | -11
NC(=O)CSc1nnc(-c2ccco2)n1N
→ -3.6% | 8
COc1cccc(C2CC(c3ccccc3)=NN2S(=O)(=O)c2ccccc2)c1OC (stereo not given)
→ -3.7% | x
Cc1ccc(-c2nc3ccc([N+](=O)[O-])cc3[nH]2)cc1
→ -1.6% | x
O=c1cc(NCCc2ccccc2)c2ccccc2o1
→ -3.0% | -12
CCOP(=O)(OCC)c1nc(-c2cccc3ccccc23)oc1N1CCCCC1
→ 6.5% | -11
C=CCn1c(SCc2ccc(C#N)cc2)nnc1-c1cccc(OC)c1
→ 2.5% | 3
CCCCC(NC(=O)c1ccc(Cl)cc1)C(=O)O (stereo not given)
→ 0.2% | x
Cc1ccc(C2c3c(oc4ccccc4c3=O)C(=O)N2c2nnc(C(C)C)s2)o1 (stereo not given)
→ 5.1% | 3
CCOC(=O)N1CCC(Nc2nc3ccccc3nc2NS(=O)(=O)c2ccc(Cl)cc2)CC1
→ 3.1% | 9
O=C(Nn1c(Cc2cccs2)nc2ccccc2c1=O)c1cccs1
→ -0.9% | 0
CCCn1c(Nc2ccc(Cl)cc2)nc2ccccc21
→ 0.1% | 10
COc1ccc(N2CC(C)Cn3c2nc2c3c(=O)n(Cc3ccccc3F)c(=O)n2C)c(OC)c1 (stereo not given)
→ -2.7% | 5
COc1ccccc1Cn1c(=O)c2ccccc2n2c(SCC(=O)N3CCCCC3)nnc12
→ -7.0% | 24
CCOC(=O)C1CCN(C(=O)c2c(-c3c(Cl)cccc3Cl)noc2C)CC1
→ -4.8% | -6
O=C(Nc1cccnc1)C1CCC(CNS(=O)(=O)c2cccc3nsnc23)CC1 (stereo not given)
→ -5.8% | 9
CC1CN(c2nc(-c3ccccc3)nc3ccccc23)CC(C)O1 (stereo not given)
→ -5.5% | x
COc1ccc(S(=O)(=O)N2CCC(C)CC2)cc1Br
→ 2.2% | 0
COc1c([N+](=O)[O-])c(=O)n(-c2ccccc2)c2ccccc12
→ 0.4% | 4
COc1ccc(-c2csc(NC(=O)c3nc(-c4ccccc4)oc3C)n2)cc1
→ -2.4% | 9
O=C(CSc1cn(CCNC(=O)c2ccccc2)c2ccccc12)NCc1ccco1
→ -2.8% | -4
Clc1ccc(NC2=NCCCCC2)cc1
→ 0.0% | 22
N#C/C(=C/c1cn(-c2ccccc2)nc1-c1cccc(OCc2ccccc2)c1)C(=O)NCCCn1ccnc1
→ -5.0% | -3
Cn1c(=O)c(=O)n(C)c2cc(S(=O)(=O)N3CCc4ccccc43)ccc21
→ -1.7% | x
COc1ccccc1C(=O)N1CCN(Cc2nc(CC3CC3)no2)CC1
→ 0.6% | 4
CCOC(=O)c1cc(C)sc1/N=C/C1=C(O)CCCC1=O
→ -2.1% | -9
CC1CCN(C(=O)CSc2nnc(Cc3cccn3C)n2CCc2ccccc2)CC1
→ 8.9% | -8
COC(=O)CSc1ccnc2cc(Cl)ccc12
→ 2.9% | -4
CN(C)/C=N/c1nc(Sc2ccc(C(F)(F)F)cc2[N+](=O)[O-])n[nH]1
→ 2.0% | -5
CC(=O)Nc1ccc(-c2csc(NC(C)c3ccccc3)n2)cc1 (stereo not given)
→ -0.1% | -1
O=C(Nc1ccccc1N1CCCC1)c1ccc(Cl)cc1Cl
→ -4.4% | 6
COc1ccc2c(c1)C(C1C(=O)CCCC1=O)c1ccccc1O2 (stereo not given)
→ 0.9% | 7
COc1cccc(=O)c2c(C)n(C)c(C)c12
→ 4.7% | x
COc1ccc(NC(=S)Nc2ccc(N)c([N+](=O)[O-])c2)cc1
→ -6.9% | x
COc1ccc(CCNC(=O)C2CCC(CNS(=O)(=O)c3ccccc3)CC2)cc1OC (stereo not given)
→ -4.8% | 9
CC(=O)C[C@H]1c2cc(C(F)(F)F)ccc2S(=O)(=O)N1c1ccc(N(C)C)cc1
→ 4.1% | x
